NCOA2 inhibitor: inhibition of GAL4-SRC2 driven luciferase reporter, primary screen, SRC2 inhibitor project, cell-based, luminescence | Nuclear receptor coactivator 2 (Homo sapiens), Q15596 | 0.17% of 370,000 active | AID 651957, 2012 | HEK293 GAL4-SRC2 luciferase reporter | inhibition, % at 9 µM;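 active = inhibition above the mean inhibition of all tested compounds plus 3 SD, set per campaign, cut at about 52% in these data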;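 note: 0% = DMSO treated cells and 100% = cells given Gossypol at 36 µM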
Target sequence (Q15596 whole entry, looked up, the tested form may be a part): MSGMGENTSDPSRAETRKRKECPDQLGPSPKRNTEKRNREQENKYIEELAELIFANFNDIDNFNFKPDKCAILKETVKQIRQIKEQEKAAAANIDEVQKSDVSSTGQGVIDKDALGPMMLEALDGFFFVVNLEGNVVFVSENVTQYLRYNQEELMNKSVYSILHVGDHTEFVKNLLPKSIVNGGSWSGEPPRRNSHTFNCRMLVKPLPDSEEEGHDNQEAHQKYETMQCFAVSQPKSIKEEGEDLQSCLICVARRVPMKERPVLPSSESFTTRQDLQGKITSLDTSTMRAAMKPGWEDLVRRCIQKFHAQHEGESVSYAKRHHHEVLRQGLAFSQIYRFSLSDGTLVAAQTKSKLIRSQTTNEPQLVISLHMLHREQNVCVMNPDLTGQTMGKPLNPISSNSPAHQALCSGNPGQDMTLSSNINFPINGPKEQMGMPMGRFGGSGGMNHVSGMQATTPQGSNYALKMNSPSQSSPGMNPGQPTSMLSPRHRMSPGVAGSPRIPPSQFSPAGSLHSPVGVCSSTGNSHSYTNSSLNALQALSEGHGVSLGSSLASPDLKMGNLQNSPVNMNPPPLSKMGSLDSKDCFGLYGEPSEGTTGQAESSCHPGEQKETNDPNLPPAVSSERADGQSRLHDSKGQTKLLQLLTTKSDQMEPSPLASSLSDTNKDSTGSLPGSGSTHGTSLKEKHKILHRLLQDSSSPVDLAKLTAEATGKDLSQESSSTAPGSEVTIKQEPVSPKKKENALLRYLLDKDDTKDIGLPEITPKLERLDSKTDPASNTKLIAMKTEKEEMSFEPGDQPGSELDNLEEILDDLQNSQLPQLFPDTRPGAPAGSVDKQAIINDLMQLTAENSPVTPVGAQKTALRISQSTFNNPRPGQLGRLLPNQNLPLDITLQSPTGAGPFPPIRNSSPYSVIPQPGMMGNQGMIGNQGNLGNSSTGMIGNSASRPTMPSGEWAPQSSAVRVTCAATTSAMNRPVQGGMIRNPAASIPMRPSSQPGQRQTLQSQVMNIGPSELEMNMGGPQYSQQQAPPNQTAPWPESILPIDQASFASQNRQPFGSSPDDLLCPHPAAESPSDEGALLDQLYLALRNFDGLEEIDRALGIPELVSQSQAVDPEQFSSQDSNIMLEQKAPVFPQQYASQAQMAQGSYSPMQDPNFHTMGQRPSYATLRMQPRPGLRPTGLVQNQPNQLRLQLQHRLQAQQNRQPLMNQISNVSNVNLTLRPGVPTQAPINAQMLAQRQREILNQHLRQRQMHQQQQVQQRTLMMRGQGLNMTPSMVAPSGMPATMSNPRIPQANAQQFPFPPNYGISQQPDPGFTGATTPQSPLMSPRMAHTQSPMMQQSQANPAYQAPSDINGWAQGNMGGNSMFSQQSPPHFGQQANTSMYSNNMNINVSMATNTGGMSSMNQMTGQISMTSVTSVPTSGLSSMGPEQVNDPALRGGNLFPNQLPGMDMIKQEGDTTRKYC
MC4R ag barr: MC4R agonists recruiting beta-arrestin, primary screen, cell-based, luminescence, agonist arm of biased-ligand search; Melanocortin receptor 4 (Homo sapiens), P32245; U2OS MC4R beta-arrestin complementation; percent of melanotan II response, DMSO zero; activation, % at 8.9 µM; 0.98% of 360,000 active; AID 540308, 2011;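 active = activation above a per-plate cutoff, the mean activation of sample wells on that plate plus 3 SD, cut at about 8% in these data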
m5-HT2A agonist: mouse Htr2a agonists via beta-arrestin recruitment, primary screen, cell-based, luminescence; CHO-K1 mHTR2A beta-arrestin complementation; percent of 30 µM serotonin response; 0.66% of 360,000 active; 5-hydroxytryptamine receptor 2A (Mus musculus), P35363; activation, % at 7.6 µM;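 active = activation above a run cutoff, the mean activation of all tested compounds plus 3 SD, cut at about 14% in these data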;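 note: 0% = plate median of compound wells and 100% = 30 µM serotonin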
TLR9-MyD88 inh: inhibitors of TLR9-MyD88 association in cells, primary screen, cell-based, CHO, BLA complementation, fluorescence; Toll-like receptor 9 (Homo sapiens) + Myeloid differentiation primary response protein …; CCF4 FRET ratio; inhibition, % at 4.98 µM; 0.21% of 340,000 active; AID 504734, 2011;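 active = inhibition above the mean over all tested compounds plus 3 SD, cut at about 21% in these data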;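 note: 0% = DMSO only wells and 100% = clavulanate BLA inhibitor control wells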
Glyco luc inh: increase of ERlucT glycosylation luciferase signal, primary screen, N-linked glycosylation inhibitor project, D54 ERlucT cells, luminescence, set 2; D54 ERlucT glycosylation luciferase reporter, 24 h; percent of 100 nM tunicamycin response; reporter increase, % at 12.5 µM; 0.23% of 360,000 active; AID 588692, 2011;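 active = mean luciferase reporter signal, scaled so untreated is 0 and the glycosylation-blocking control 100, at or above a set limit in every replicate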;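 note: luciferase carries N-glycosylation sites so blocking glycosylation raises the light; 0% = median of neutral control wells and 100% = median of 100 nM tunicamycin wells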
ABCB6 inh MLPCN: ABCB6 transporter inhibitors, primary screen, K562-ABCB6 cells, flow cytometry, MLPCN library | ATP-binding cassette sub-family B member 6 (Homo sapiens), Q9NP58 | K562-ABCB6 porphyrin accumulation, 1 h; hits give low values | fluorescence ratio to DMSO, % at 10 µM | 0.19% of 360,000 active | AID 602162, 2011;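 active = fluorescence ratio to DMSO below 75%, the collection mean minus 3 SD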;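 note: signal is porphyrin accumulated inside mitochondria; 100% equals median channel fluorescence of DMSO control wells; lower ratio means ABCB6 inhibition with less porphyrin fluorescence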
MC4R antagonist: MC4R antagonists of cAMP signaling, primary screen, cell-based, TR-FRET, antagonist arm of biased-ligand search. Melanocortin receptor 4 (Homo sapiens), P32245. MC4R-expressing cells, MTII-stimulated cAMP, LANCE TR-FRET. inhibition, % at 6.5 µM. 0.48% of 360,000 active. AID 540295, 2011;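 active = inhibition above its plate's cutoff, the mean of tested wells on that plate plus 3 SD, cut at about 29% in these data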;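 note: 0% = Melanotan II alone and 100% = Melanotan II plus saturating MCL0020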
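System: U2OS-MC4R stable cell line; Technique: Eu-cAMP/anti-cAMP TR-FRET, emission 671 nm; Repeats: single well per compound; Also added: Melanotan II; Dosing: one concentration, 6.5 µM nominal; Schedule: 30-min compound, 1-h challenge, 1-h detection, room temperature.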
ABHD5-PLIN5 inh: ABHD5-PLIN5 interaction inhibitors, primary screen, cell lysate, split luciferase complementation, luminescence; AID 602281, 2012; 0.78% of 360,000 active; Perilipin-5 (Homo sapiens) + 1-acylglycerol-3-phosphate O-acyltransferase ABHD5 (Homo …; inhibition, % at 4 µM; Split G. princeps luciferase complementation, 4 h;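 active = inhibition above the mean inhibition across every tested compound plus 3 SD, cut at about 22% in these data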;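 note: 0% = DMSO only wells and the 100% control is not disclosed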
H9c2 protect: cardioprotection against H2O2-induced cell death, primary screen, uHTS, H9c2 cells, ATPLite luminescence | H9c2 cardiomyocytes, H2O2 injury protection, 2 h | protection from H2O2 cell death, % at 20 µM | 0.63% of 360,000 active | AID 588492, 2011;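 active = compounds giving at least 50% protection of heart cells from peroxide-induced death in the single-dose screen, raw or plate-pattern-corrected value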;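 note: 0% = DMSO wells with peroxide and 100% = DMSO wells without peroxide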
NOD2 RIPK2 PPI: NOD2-RIPK2 binding disruptors in cells, primary screen, fluorescence, CHO cells, BLA complementation; 0.38% of 360,000 active; CCF4 ratio; AID 624267, 2012; inhibition, % at 4.98 µM; Receptor-interacting serine/threonine-protein kinase 2 (Homo sapiens), O43353; in the data active = inhibition above about 21%;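 note: 0% = vehicle only and 100% = reference blocker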
* hit, by the source's call; . = no result given. An excerpt, so the mix of outcomes need not match the whole.

canonical_smiles,NCOA2 inhibitor,MC4R ag barr,m5-HT2A agonist,TLR9-MyD88 inh,Glyco luc inh,ABCB6 inh MLPCN,MC4R antagonist,ABHD5-PLIN5 inh,H9c2 protect,NOD2 RIPK2 PPI
CC1CCN(S(=O)(=O)c2ccc3[nH]cc(C(=O)NCCN4CCOCC4)c(=O)c3c2)CC1,-14,1.6,1,-2,-2,97,-3,13,-3,-11
CCN(CC)S(=O)(=O)c1ccc(NC(=O)COC(=O)c2ccc(Br)o2)cc1,1,0.0,-3,8,0,90,3,-2,-3,-4
COC(=O)CC1NCCc2cc(OC)c(OC)cc21 (stereo not given),-8,-4.0,1,9,3,96,14,-3,-4,2
CCc1cc(C(=O)OC)c(NC(=O)CSc2nccn2C)s1,13,-1.7,2,-11,2,86,-2,-2,5,-19
O=C(CN1C(=O)NC2(CCOc3ccccc32)C1=O)c1ccc(Cl)s1 (stereo not given),0,-1.1,-7,-6,3,101,3,5,-2,-4
CCN(CC)CCCn1c(=S)[nH]c2cc(Cl)ccc2c1=O,-8,-1.1,-3,-2,-4,99,19,-3,15,-1
C#Cc1ccc(NC(=O)C2(C)CCN2C(=O)Cc2ccc(C(C)(C)C)cc2)cc1 (stereo not given),21,1.2,6,.,-3,87,17,-12,-9,-4
Cc1ccccc1N1CC(C(=O)Nc2nnc(SCc3ccccn3)s2)CC1=O (stereo not given),15,-3.9,2,1,2,96,2,-4,0,-5
COc1ccccc1NC(=O)Nc1ccc(NC(=O)c2ccccc2O)cc1,-17,0.2,-4,-3,1,96,0,-5,18,7
CN(Cc1c(C(=O)N/N=C/c2cccc(O)c2)nnn1-c1nonc1N)C1CCCCC1,16,0.3,0,5,1,92,5,-2,10,-7
Nc1nnnn1/N=C/c1ccccc1,9,0.3,1,-5,3,94,-3,2,2,11
Nc1nn2cc(-c3ccc(Br)cc3)nc2c2ccccc12,-60,1.3,-2,5,3,98,20,10,-18,-2
COCCCN(C(=O)c1cc2c(s1)CCC2)c1c(N)n(Cc2ccccc2)c(=O)[nH]c1=O,8,-1.8,2,2,0,102,-1,-4,7,6
N#CCCN(Cc1cccnc1)C(=S)NCc1ccco1,-11,-0.3,-3,-8,-1,88,-2,-6,-5,-3
CCC(=O)NC(=S)Nc1ccc(NC(=O)c2ccc([N+](=O)[O-])cc2)cc1,10,1.9,-2,-1,0,101,6,-3,-1,-4
CCc1ccc(OCC(=O)NNC(=O)c2c(CC)noc2C)cc1,3,-1.1,3,1,-1,97,0,4,-3,-4
NC(=O)COC(=O)c1cc(-c2ccco2)nc2ccccc12,1,-0.1,-3,3,1,96,-1,7,-6,-5
CSc1nc(C)c(Cl)c(C)c1C#N,7,-1.7,5,-6,-1,100,-1,1,-10,-4
CCCCCCCCSc1nnc(CSc2nc3nc(C)cc(C)n3n2)o1,-12,-0.7,2,-16,0,99,-18,-4,-15,-5
CCNC(=O)N(C)C[C@H]1N[C@@](CC)(C(=O)OC)[C@H]2C(=O)N(C)C(=O)[C@@H]12,-2,1.7,-2,-17,2,105,8,-12,1,-14
COC(=O)N1CCCCC1c1cc(C(=O)NCc2cccnc2)no1 (stereo not given),-7,-1.1,6,.,3,98,1,1,4,-3
O=C(Nc1ccc2c(c1)OCCO2)C(C1CC1)n1c(=O)c(-c2ccco2)nc2ccccc21 (stereo not given),3,.,2,.,.,.,.,2,.,-2
O=C(Nc1ccc(Br)cc1)N1CCCCC1,-50,-2.6,6,-5,0,96,15,1,-8,-12
CCOc1ccccc1OCCC(=O)NNC(=O)Cn1nc(C)cc1C,-30,-0.5,-8,0,1,92,11,-2,2,-7
O=C(OCC(=O)N1CCN(C(=O)c2ccco2)CC1)c1cc(-c2ccccc2)nc2ccccc12,9,-0.6,-4,-1,-3,95,15,15,21,8
CC(C)(C)NC(=O)C(c1ccc(-c2ccccc2)cc1)N(C[C@H]1CC[C@@H]([C@@H]2CC[C@H](CO)O2)O1)C(=O)c1ccccc1F (stereo not given in full),.,0.6,2,-7,0,100,9,-10,-1,10
CC(C)C(=O)Nc1ccc(C(=O)CN2C(=O)NC3(CCOc4ccccc43)C2=O)cc1 (stereo not given),7,-0.6,13,-1,-2,97,1,-1,2,7
O=C(CSc1nc2ccc(N3CCOCC3)cc2c(=O)n1CCc1ccccc1)NCC1CCCO1 (stereo not given),-6,-0.6,-2,6,-1,96,6,3,20,-3
O=C(CNC(=O)c1ccc(Cl)cc1Cl)NCCCn1ccnc1,-11,-1.1,0,-10,-1,98,7,3,7,-11
Cc1cc(=O)[nH]c(SCC(=O)NC2CCCCCC2)n1,-2,-1.2,3,0,0,98,3,0,0,13
Nc1nc2c(ncn2[C@@H]2O[C@H](CNC(=O)[C@H](N)C3CCCCC3)[C@@H](O)[C@H]2O)c(=O)[nH]1,12,.,3,.,0,100,.,-6,3,7
CCCOc1ccc(-c2nnc(-c3cccs3)o2)cc1,-79,-1.5,4,-8,-14,97,4,-1,-17,-5
O=C(/C=C/c1ccc([N+](=O)[O-])cc1)N1CCN(S(=O)(=O)c2cccs2)CC1,10,-0.4,-1,-8,0,102,4,-5,-2,7
O=C(c1ccc(Oc2ccccc2)cc1)c1nc2c(n1O)CCCC2,-8,0.3,-4,5,5,108,-7,0,-1,2
CCOc1ccc(N2CC(C(=O)Nc3ccncc3)CC2=O)cc1 (stereo not given),1,-0.9,3,3,3,99,7,16,-4,-2
CC(=O)Nc1ccc2nc(NC(=O)c3cccnc3)sc2c1,-39,-0.9,7,-3,-1,101,4,11,12,0
Cc1cccc(N2C(=O)C3C4C=CC(CC4)C3C2=O)c1 (stereo not given),-1,-0.9,14,-4,-2,99,4,5,-5,-3
C=CCNC(=O)C1CC(=O)N(c2ccc(OCC(=O)NCc3ccccc3)cc2)C1 (stereo not given),10,1.4,6,-4,1,103,2,10,-1,-8
COc1ccc(CC(=O)NCc2n[nH]c(=S)n2-c2ccccc2OC)cc1,-3,-2.8,-3,-4,1,92,0,-4,-2,-5
O=C(CSc1nnc(-c2ccncc2)n1Cc1ccco1)Nc1ccccc1Cl,2,-1.1,-2,-9,0,97,-1,2,6,-6
Cc1ccc(-n2c(=S)sc3c(=O)n(-c4ccccc4C)c(SCC(=O)O)nc32)cc1C,-7,0.5,4,1,1,103,24,-7,4,1
COc1ccc(-c2c(C)oc3cc(O)cc(O)c3c2=O)cc1OC,-31,0.0,-3,-2,0,90,-10,4,14,-9
Cc1ccc(-c2csc(/C(C#N)=C/Nc3ccccc3SC(F)(F)F)n2)cc1,-32,-1.9,13,-5,-1,97,6,-1,-3,9
O=C(NC1CCSC1=O)c1ccc(Oc2ccc(F)cc2)nc1 (stereo not given),-31,-1.8,-3,2,-5,95,2,-2,-4,-5
CCOC(=O)c1c(C)n(CC(COC(C)=O)OC(C)=O)c2ccc(OC(C)=O)cc12 (stereo not given),2,0.7,2,-4,1,97,4,3,9,6
CC(=O)Nc1cccc(C(=O)NC2CCCc3c2cnn3-c2ccc(C(C)(C)C)cc2)c1 (stereo not given),0,-4.5,8,-2,-3,94,13,-5,-12,4
COc1ccc(Cl)cc1NC(=S)NCc1cccs1,-3,-0.8,-8,-1,1,91,0,2,-2,-4
CC(C(=O)N1CCOCC1)N1C(=O)C2C3CC(C(Br)C3Br)C2C1=O (stereo not given),21,2.5,2,-10,1,101,9,7,6,-4
COc1ccc(OCC(=O)NNC(=O)c2cccc(O)c2)cc1,14,-0.8,2,0,2,97,-5,8,0,-1
COc1ccc(NC(=O)C(C)NS(=O)(=O)c2ccc(NC(C)=O)cc2)cc1Cl (stereo not given),8,-1.6,1,4,4,93,-3,-1,0,-12
CCOC(=O)C1=CN(Cc2cccc(F)c2)S(=O)(=O)N(CC)C1c1cccc(OC)c1 (stereo not given),-8,-2.6,-3,-2,-3,99,-4,-1,0,5
CC(C)Cc1nccs1,3,-0.1,-1,3,0,104,8,2,2,-16
O=C(NCc1ccncc1)c1ccc(Br)cc1,29,-1.8,3,0,1,84,-2,1,3,-3
CN(C(=O)c1ccc(OC2CCN(C(=O)c3cccnc3)CC2)cc1)C1CCCCC1,-1,-2.2,0,-5,0,96,7,2,-4,1
O=Cc1ccc([B-](F)(F)F)s1,-22,0.4,7,-3,1,100,2,6,2,-10
COc1ccc(C)cc1NC(=O)C(OC(=O)c1ccc([N+](=O)[O-])o1)c1ccccc1 (stereo not given),8,-1.2,6,-11,1,101,27,0,35,7
CN1C(=O)/C(=C/c2ccc(C(=O)Nc3ccc(O)cc3C(=O)O)cc2)SC1=S,3,-3.0,3,1,-1,98,10,3,0,1
CCOc1cc(C(=O)OCC(=O)Nc2c(C)cccc2C)ccc1OCC(=O)N1CCOCC1,3,-3.6,5,-11,0,96,15,1,5,-4
CCn1cc(C(=O)N2CCN(c3cccc(Cl)c3)CC2)c2cc(OC)c(OC)cc2c1=O,22,-0.5,2,3,4,88,11,7,2,-1
CCN1CCCC1CNC(=O)c1[nH]c2ccc(OC)cc2c1C (stereo not given),0,0.4,-5,3,-8,99,0,8,4,-1

(list continues)
canonical_smiles,NCOA2 inhibitor,MC4R ag barr,m5-HT2A agonist,TLR9-MyD88 inh,Glyco luc inh,ABCB6 inh MLPCN,MC4R antagonist,ABHD5-PLIN5 inh,H9c2 protect,NOD2 RIPK2 PPI
COc1ccc2cc(CCNC(=O)c3ccc(S(=O)(=O)N4CCOCC4)cc3)c(=O)[nH]c2c1,-11,1.1,5,6,2,99,3,5,1,-8
CSC(=S)N/N=C(\C)c1ccccc1,-9,-2.5,-4,-4,1,102,11,3,8,-11
CCOc1ccc(NC(=O)COC(=O)CCC(=O)c2cccs2)cc1,-8,0.2,0,1,0,99,0,5,-7,0
Cc1cc(SCC(=O)NC(=O)NCc2ccco2)nc2c(C)cccc12,7,-1.4,2,-8,-1,83,1,40*,2,11

Screening data: PubChem BioAssay, several laboratories
